GLS inh: glutaminase GLS (human) inhibition. O94925. GLS enzymatic activity, qHTS titration. Potency, µM (titrated, usually from 45.5 µM), inactives show top-dose activity change, negative = inhibition, usual class: inhibitors. actives 0.21% (n = 410,000); also: potency is read from the fitted curve at half-maximal effect; % is scaled to controls: 0 for no effect and ±100 for the full control effect
Target sequence (O94925 whole entry, looked up): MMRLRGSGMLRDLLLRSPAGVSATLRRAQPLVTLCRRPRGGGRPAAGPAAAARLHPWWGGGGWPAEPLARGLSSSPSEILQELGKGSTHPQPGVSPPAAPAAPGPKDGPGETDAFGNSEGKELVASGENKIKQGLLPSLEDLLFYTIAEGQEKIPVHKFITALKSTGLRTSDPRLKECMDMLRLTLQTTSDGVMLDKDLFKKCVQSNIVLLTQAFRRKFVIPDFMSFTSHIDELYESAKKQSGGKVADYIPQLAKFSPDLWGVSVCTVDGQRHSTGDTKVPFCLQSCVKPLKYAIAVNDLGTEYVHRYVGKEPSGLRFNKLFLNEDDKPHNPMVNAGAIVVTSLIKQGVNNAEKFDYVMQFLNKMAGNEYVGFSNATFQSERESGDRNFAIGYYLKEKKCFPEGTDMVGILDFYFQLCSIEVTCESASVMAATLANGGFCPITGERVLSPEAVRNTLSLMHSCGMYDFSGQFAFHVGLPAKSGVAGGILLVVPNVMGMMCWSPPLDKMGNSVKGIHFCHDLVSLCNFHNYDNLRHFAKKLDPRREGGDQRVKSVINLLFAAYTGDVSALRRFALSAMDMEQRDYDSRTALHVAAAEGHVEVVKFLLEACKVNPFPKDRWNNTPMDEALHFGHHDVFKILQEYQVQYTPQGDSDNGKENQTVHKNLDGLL
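Human kidney-isoform GLS in 45 mM KH2PO4 pH 8.2, 0.02% Tween-20, with compound, started with 1mM L-Glutamine (added stock). Glutamate oxidase/HRP/Amplex red coupled fluorescence read at start and after 30 min at RT.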
HP1b binding inh: blocks HP1-beta chromodomain binding to methylated histone tails. Potency, µM (highest dose often 114 µM), without a hit: top-dose activity change, negative = inhibition, actives largely listed as inhibitors. actives 0.56% (n = 390,000). P83916. AID 540317. AlphaScreen HP1-beta / biotin-H3K9me3 peptide binding; also: potency is read from the fitted curve at half-maximal effect; nearly all actives have a fitted effect of over 70% in size; inactives centre near 23
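Compound inhibition of the preformed complex between 50 nM HP1-beta and 50 nM biotinylated H3K9me3 peptide was read by AlphaScreen. Buffer was PBS pH 7.4 with 0.01% Tween-20. Incubations ran 30 min at room temperature, with 10 ug/mL donor/acceptor beads.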
PGK inhibitor: T. brucei PGK inhibition. AID 602233. P07378. actives 0.043% (n = 380,000). PGK/GAPDH coupled, Kinase-Glo luminescence, 60 min. Potency, µM (doses to about 57.5 µM), for the others: at the highest dose activity change, negative = inhibition, hits mostly inhibitors; also: potency is read from the fitted curve at half-maximal effect; % is scaled to controls: 0 for no effect and ±100 for the full control effect; nearly all actives have a fitted effect of over 60% in size
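Recombinant glycosomal PGK reaction used 1,3-bisphosphoglycerate generated in-well by GAPDH (100nM final) in 100mM TEA pH 7.6, 5mM MgCl2, 0.01% Tween-20. After 60 minutes at room temperature, ATP was read by Kinase-Glo Plus luminescence end-point.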
BAZ2B block: blocks human BAZ2B. actives 4.4% (n = 360,000). AlphaScreen BAZ2B-H3K14Ac peptide displacement. Potency, µM (titrated, usually from 114 µM), for inactives: at the top dose activity change, negative = inhibition, hits mostly inhibitors. AID 504333; also: potency is read from the fitted curve at half-maximal effect; % is scaled to controls: 0 for no effect and ±100 for the full control effect; nearly all actives have a fitted effect of over 60% in size
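Compounds, titrated to a top concentration of 110 uM, were incubated 30 min at room temperature with preformed BAZ2B/acetyl-K14 H3 peptide complex (50 nM each). Proximity signal was measured by AlphaScreen after 20 min with beads.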
ERG Ets-DNA blk: inhibitors of human ERG Ets domain-DNA interaction; AID 624246; P11308; Potency, µM (highest dose often 76.9 µM), inactives show at the top dose FP activity, negative = inhibition, actives largely listed as inhibitors; actives 0.028% (n = 370,000); fluorescence polarization, His-ERG Ets domain / labelled DNA; active = well fitted inhibition curve with a large enough effect in the polarisation, with a control signal flat; inconclusive = small, poorly fitted or top-dose-only effect, or effect the other way, or a change in a side signal; inactive = no such curve, though single readings can be large or run the other way; the % refers to the polarisation;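 also: polarization taken with two DNA probes labelled with fluorescein and Texas red; potency is read from the fitted curve at half-maximal effect; % of control where 0% means no effect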
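His-tagged ERG Ets domain (1 uM in the protein solution; 300mM KCl, 50mM Tris-HCl, 1mM EDTA, 1mM DTT, pH 7.5) received compound, then a probe mix of 5 nM fluorescein-DNA and 100nM Texas-615-DNA. Fluorescence polarization was read for both dyes.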
JMJD2A Tudor inh: blocks the human JMJD2A Tudor domain. O75164. AlphaScreen JMJD2A-Tudor / H3K4me3 peptide binding. Potency, µM (titrated, usually from 114 µM), without a hit: at the highest dose activity change, negative = inhibition, most hits filed as inhibitors. actives 4.4% (n = 390,000). AID 504339; also: potency is read from the fitted curve at half-maximal effect; % is scaled to controls: 0 for no effect and ±100 for the full control effect; nearly all actives have a fitted effect of over 50% in size
G9a inh: inhibitors of human histone lysine methyltransferase G9a; Q96KQ7; Potency, µM (doses to about 102 µM), without a hit: at the highest dose activity, negative = inhibition, most hits filed as inhibitors; actives 8.8% (n = 350,000); G9a H3K9 monomethylation, AlphaScreen, 2 h; also: potency is read from the fitted curve at half-maximal effect; % is scaled to controls: 0 for no effect and ±100 for the full control effect; nearly all actives have a fitted effect of over 75% in size
Target sequence (Q96KQ7 913-1193 limits assumed): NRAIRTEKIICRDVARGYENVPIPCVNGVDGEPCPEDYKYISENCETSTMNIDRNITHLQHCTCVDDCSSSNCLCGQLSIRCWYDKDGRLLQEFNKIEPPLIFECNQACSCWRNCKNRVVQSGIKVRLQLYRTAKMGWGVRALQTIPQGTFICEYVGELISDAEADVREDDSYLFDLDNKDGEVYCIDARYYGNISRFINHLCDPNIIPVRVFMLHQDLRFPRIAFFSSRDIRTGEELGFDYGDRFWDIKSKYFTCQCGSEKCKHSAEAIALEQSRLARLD
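Signal arises when biotinylated H3K9 peptide, once monomethylated, bridges streptavidin donor and antibody-captured acceptor beads. Enzyme at 20 nM was preincubated 15 min with test compounds; peptide 500 nM and SAM 20 uM then reacted for 2 h.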
PI4K2A block: blocks human PI4K2A kinase activity. purified PI4K2A, ADP-Glo luminescence, 1 h; active compounds read low. AID 1346378. activity change, negative = inhibition, % at 76.9 µM. actives 0.13% (n = 420,000); in the data active = activity change below about -50%; inconclusive = mostly about -30% to -49%;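 also: -100% = wells without enzyme as full effect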
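PI4K2A activity was measured by ADP-Glo luminescence: enzyme (4 ug/mL stock) and phosphatidylinositol (1.2 mM stock) in Tris pH 7.5/MgCl2/EGTA/Triton X-100 buffer were reacted with ATP (300 microM stock) for one hour at ambient temperature.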
Pin1 inhibitor: inhibitors of human Pin1 | AID 504891 | Q13526 | actives 0.009% (n = 390,000) | Pin1 FP peptide displacement, HiFluor488, 10 min | Potency, µM (top dose mostly 115 µM), inactives show top-dose activity, negative = inhibition, actives largely listed as inhibitors; active = well fitted inhibition curve with a large enough effect in the polarisation, with a control signal flat, not every such curve was filed as active; inconclusive = small, poorly fitted or top-dose-only effect, or effect the other way, or a change in a side signal; inactive = no such curve, though single readings can be large or run the other way; the % refers to the polarisation; also: potency is read from the fitted curve at half-maximal effect; % is scaled to controls: 0 for no effect and ±100 for the full control effect
Target sequence (Q13526 whole entry, looked up): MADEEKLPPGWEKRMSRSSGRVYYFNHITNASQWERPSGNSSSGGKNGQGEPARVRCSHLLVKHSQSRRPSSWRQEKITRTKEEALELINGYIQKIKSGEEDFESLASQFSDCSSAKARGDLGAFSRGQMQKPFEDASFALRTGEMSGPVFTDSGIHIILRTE
An asterisk follows results filed as active; i = inactive; u = inconclusive; x = no result given; [ ] = another dose, or the depositor's remark. Unless noted, calls follow the shape of the dose curve; as a rule, active = well fitted curve in the direction sought with a large enough effect; inconclusive = small, poorly fitted or top-dose-only effect, or another doubt; inactive = no such curve, though single readings can be large; an effect the other way counts as inactive or inconclusive.

1. CCS(=O)(=O)N1CCC(C(=O)NCCc2ccc(OC)c(OC)c2)CC1
2. C(=N\c1nc2ccccc2n1CCN1CCCCC1)/c1ccc2c(c1)OCO2
3. O=C(Nc1cc(Cl)ccc1Oc1ccccc1)c1cnccn1
4. CC(C)NC(=O)N1CC(c2ccccc2)C(c2ccc(Cl)cc2)=N1 (stereo unspecified)
5. O=C(CCNC(=O)N1CCn2c1nc1ccccc12)NCc1ccccc1
6. COc1cccc(NC(=O)COc2cc(O)c3c(c2)OC(C)(C)CC3=O)c1
7. CCn1nc(CC(=O)Nc2nnc(CC(=O)N3CCCC3)s2)c2ccccc2c1=O
8. COc1ccc(N=C2SC(CC(=O)Nc3ccc(OC)cc3OC)C(=O)N2C)cc1 (stereo unspecified)
entry no. | 1 | 2 | 3 | 4 | 5 | 6 | 7 | 8
GLS inh | -4.8% | 33.0%[activator] | -2.9% | 3.1% | 0.7% | 18.4% | 4.8% | -1.6%
HP1b binding inh | -17.4% | 7.7% | 21.2% | 18.7% | 37.5%[activator] | 28.5% | 9.5% | 18.1%
PGK inhibitor | -2.4% | -2.5% | i | 5.4% | 2.3% | 2.9% | -2.1% | -5.1%
BAZ2B block | 6.5% | 2.1% | 0.6% | -3.0% | -8.0% | -6.9% | -1.7% | 2.4%
ERG Ets-DNA blk | 4.3% | 0.9% | -2.8% | 6.4% | 1.2% | -6.3% | 15.7% | -6.2%
JMJD2A Tudor inh | -6.4% | -17.0% | u | -17.7% | 14.8% | -21.1% | -1.0% | -14.9%
G9a inh | -5.9%[2.33 µM] | -38.3% | -4.9% | x | 10.2% | -3.5% | -33.0% | -28.0%[12.7 µM]
PI4K2A block | -17.9 | 0.3 | -2.4 | 0.5 | -2.5 | -1.8 | -6.4 | -4.1
Pin1 inhibitor | 0.5% | 6.3% | u | u | 7.1% | -1.0% | u | -6.6%

9. O=C(OCc1cncs1)c1ccccc1Cl
10. CCC/C(O)=C1\C(=O)CC(c2ccccc2)CC1=NC(C)C(=O)O (stereo unspecified)
11. O=C(NCc1cccnc1)C1CCN(S(=O)(=O)N2CCC3(CC2)OCCO3)CC1
12. O=C(CCN1CCCCC1)Nn1c(=S)[nH]c2ccccc2c1=O
13. COc1ccc(CCNC(=O)c2ccc(CS(=O)(=O)c3ccc(Cl)cc3)o2)cc1OC
14. Cc1ccc(NC(=O)c2ccc(Cl)c(S(=O)(=O)N3CCCC3)c2)nc1
15. COc1cc(/C=N\NC(=O)c2ccc(C)nc2)ccc1OC(=O)c1cccc(F)c1
16. O=C(CSc1nnc(-c2ccc(F)cc2)o1)N1CCCC1
entry no. | 9 | 10 | 11 | 12 | 13 | 14 | 15 | 16
GLS inh | 0.7% | 86.7%[activator] | 0.8% | 13.7% | 3.8% | 0.3% | u | 2.0%
HP1b binding inh | 42.9%[activator] | 25.5% | 26.4% | 15.9% | 6.4% | 7.2% | 31.8%[activator] | 14.5%
PGK inhibitor | 8.3% | -2.4% | -8.1%[11.5 µM] | -6.0% | i | 4.1% | -5.4% | 4.6%
BAZ2B block | -3.2% | 1.9% | 2.0% | u | -2.4% | -32.6% | 4.5% | -11.0%
ERG Ets-DNA blk | 0.4% | 12.1% | x | -17.8% | -5.2% | 1.0% | -2.0% | 1.3%
JMJD2A Tudor inh | 11.0% | -3.8% | -6.5% | 0.708µM* | -15.1% | -18.6% | -8.5% | 4.6%
G9a inh | 10.5% | -1.0%[59 µM] | 15.8% | u | 26.7%[12.7 µM] | -4.1% | u | 7.0%
PI4K2A block | 11.4 | -0.1 | -0.1 | -8.8 | 1.5 | 3.2 | -2.0 | -2.1
Pin1 inhibitor | 1.2% | 3.2% | 4.2% | u | 1.6% | -0.5% | 3.5% | u

17. Cc1ccc(C(=O)OCC(=O)Nc2cccc(S(=O)(=O)N3CCCCC3)c2)o1
18. O=C(Nc1nc2c(Br)cc(Br)cc2c(=O)s1)c1ccco1
19. CCc1ccc(-c2cc(C)no2)cc1S(=O)(=O)N1CCN(c2ccccc2F)CC1
20. COc1ccc(OC)c(-c2noc(N3CCN(c4cc(C)ccc4C)CC3)n2)c1
21. COc1ccccc1CNC(=O)COC(=O)c1ncc(Cl)c(Cl)c1Cl
22. COCc1cc(=O)n2[nH]c(-c3ccsc3-n3c(C)ccc3C)cc2n1
23. CCOc1ccc(NS(=O)(=O)c2ccc(-c3cc(C)no3)s2)cc1
24. O=C(C#Cc1ccccc1)c1ccc([N+](=O)[O-])cc1
entry no. | 17 | 18 | 19 | 20 | 21 | 22 | 23 | 24
GLS inh | -6.4% | 1.9% | -5.3% | 4.1% | 6.4% | u | 14.7% | u
HP1b binding inh | 42.6%[activator] | 18.3% | 19.8% | 7.7% | 7.0% | 11.7% | 23.2% | -2.2%
PGK inhibitor | -5.4% | -3.4% | -8.7% | 3.9% | -3.3% | 0.1% | 7.2% | -8.3%
BAZ2B block | -31.0% | -0.4% | -3.5% | -16.3% | -5.7% | u | -1.3% | u
ERG Ets-DNA blk | 3.7% | 1.8% | 9.5% | 10.3% | -9.5% | 9.3% | -2.1% | 2.9%
JMJD2A Tudor inh | -22.1% | 5.7% | -9.0% | -22.4% | -12.4% | -10.7%[11.4 µM] | -27.9% | -34.9%
G9a inh | -10.8%[12.7 µM] | -5.0% | 6.7% | -1.6%[59 µM] | -3.2%[0.501 µM] | -34.0%[59 µM] | 11.5%[59 µM] | 10µM*
PI4K2A block | -8.4 | 4.9 | -3.0 | 0.5 | 0.6 | u | 0.5 | 15.8
Pin1 inhibitor | -12.1% | 2.0% | 2.7% | 1.3% | -1.0% | u | -0.1% | -4.0%

Given with values under each structure: three of the compounds above
Each structure is followed by: GLS inh | HP1b binding inh | PGK inhibitor | BAZ2B block | ERG Ets-DNA blk | JMJD2A Tudor inh | G9a inh | PI4K2A block | Pin1 inhibitor
17) Cc1ccc(C(=O)OCC(=O)Nc2cccc(S(=O)(=O)N3CCCCC3)c2)o1
 : -6.4% | 42.6%[activator] | -5.4% | -31.0% | 3.7% | -22.1% | -10.8%[12.7 µM] | -8.4 | -12.1%
24) O=C(C#Cc1ccccc1)c1ccc([N+](=O)[O-])cc1
 : u | -2.2% | -8.3% | u | 2.9% | -34.9% | 10µM* | 15.8 | -4.0%
22) COCc1cc(=O)n2[nH]c(-c3ccsc3-n3c(C)ccc3C)cc2n1
 : u | 11.7% | 0.1% | u | 9.3% | -10.7%[11.4 µM] | -34.0%[59 µM] | u | u

Following part.
25. CCCCOc1ccc(/C=C2/Sc3ccccc3C2=O)cc1
26. COc1ccc(NC(=O)CCNC(C)=O)cc1NS(=O)(=O)c1ccc(F)cc1
27. COc1c(Cl)cc(Cl)cc1/C=N/n1cnnc1
28. C[C@H]1COC(=O)[C@H](CC(=O)OC(C)(C)C)C/C=C\C[C@@H](CC(=O)N[C@@H](CO)Cc2ccccc2)C(=O)N1
29. O=C(CN(C(=O)CSc1nc2ccccc2o1)c1cccc(F)c1)NC1CCCCC1
30. Cc1cc(C)cc(-n2ccn(CC(=O)Nc3ccccc3F)c(=O)c2=O)c1
31. COc1ccc(C2CC(c3ccccc3)=NN2C(=O)CCC(=O)O)cc1 (stereo unspecified)
32. Cn1cc(C(=O)N2CCN(C(=O)c3ccco3)CC2)c2c3ccccc3n(C)c2c1=O
entry no. | 25 | 26 | 27 | 28 | 29 | 30 | 31 | 32
GLS inh | -15.4% | 13.8% | -0.8% | -0.1% | 17.1% | 2.3% | 10.4% | 12.5%
HP1b binding inh | 38.1% | 64.1%[activator] | 15.8% | 23.3% | 14.8% | 30.1% | 49.2%[activator] | 18.8%
PGK inhibitor | -0.2% | 4.9% | -5.1% | -8.7% | -5.2% | 7.6% | -4.5% | -1.3%
BAZ2B block | -2.3% | -7.6% | -4.6% | x | 3.4% | -9.9% | -3.0% | 2.6%
ERG Ets-DNA blk | 2.4% | 4.4% | 16.2% | 6.3% | x | 18.8% | -3.2% | -7.0%
JMJD2A Tudor inh | 21.9% | -11.4% | -6.8% | -7.0% | -17.4% | -15.5% | -20.5% | -7.7%
G9a inh | -30.6%[12.7 µM] | -44.2%[0.0925 µM] | -19.4%[2.33 µM] | x | u | u | x | 3.0%
PI4K2A block | 4.1 | -2.9 | 3.1 | -2.6 | -6.0 | -1.1 | -1.9 | -14.4
Pin1 inhibitor | 12.1% | 14.4% | 2.0% | -2.1% | 2.2% | 27.5% | 1.5% | 1.8%

33. CCN1CCN(S(=O)(=O)c2ccc(Cl)c(C(=O)NCCOc3ccc(C)cc3)c2)CC1
34. Cc1ccccc1Cn1ccc(NC(=O)c2nn3cccnc3c2Cl)n1
35. O=C(Nc1ccc2c(c1)OCO2)c1c(F)c(F)c(F)c(F)c1F
36. CCOc1ccc(C(=O)NCC(=O)N2CCC(C)CC2)cc1OCC
entry no. | 33 | 34 | 35 | 36
GLS inh | 4.5% | -1.3% | 0.7% | 12.1%
HP1b binding inh | 17.2% | 32.4% | 40.8%[activator] | 12.6%
PGK inhibitor | 2.0% | 2.3% | -9.3% | -13.2%
BAZ2B block | -1.9% | -12.6% | -2.6% | -1.7%
ERG Ets-DNA blk | 8.6% | -2.7% | -1.9% | 4.7%
JMJD2A Tudor inh | -8.3% | -4.2% | -9.6% | -12.3%
G9a inh | -42.4% | -17.6% | 5.8%[12.7 µM] | 19.2%
PI4K2A block | 2.0 | 4.2 | -3.1 | 4.3
Pin1 inhibitor | -1.1% | 2.8% | -4.0% | -6.1%
